Source: PubChem
RXFP1 agonist: agonists of human relaxin receptor RXFP1 | HEK293T-RXFP1 cAMP TR-FRET, 30 min; response scale: percent of porcine relaxin response, buffer zero | Potency, µM (titrated, usually from 57.5 µM), without a hit: top-dose activation, most hits filed as activators | actives 0.3% (n = 370,000) | AID 2676; also: potency is read from the fitted curve at half-maximal effect; % is scaled to controls: 0 for no effect and ±100 for the full control effect; nearly all actives have a fitted effect of over 60% in size; many of its hits are not listed in these tables
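cAMP rise read by TR-FRET after 30 min, 37C compound exposure (up to 58 uM) in RXFP1-transfected HEK293 cells with Ro 20174 present. EC50 from Hill-equation fits, with 29 nM porcine relaxin as 100% and buffer as basal.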
Glioma ERSR ind: induces the endoplasmic reticulum stress response in human glioma cells. U87-MG GRP78 promoter luciferase reporter, 16 h. Potency, µM, without a hit: at the top dose activation, hits mostly activators. actives 0.02% (n = 420,000). AID 602332; also: potency is read from the fitted curve at half-maximal effect; series mostly up to about 76 µM; % of control where 0% means no effect; nearly all actives have a fitted effect of over 35% in size
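Stably transfected U87-MG glioma cells carrying a GRP78-based luciferase sensor; 16 h compound incubation. Luminescence end-point read 10 min after Bright-Glo addition at room temperature.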
D1 PAM: human D1 dopamine receptor positive modulation; P21728; HEK293 TREx D1 cells, calcium flux, dopamine EC20 potentiation; potentiation, % at 10 µM; actives 0.036% (n = 360,000); AID 504651; in the data active = potentiation above about 30%; also: 0% is about no effect
D1 antagonist: antagonists of human D1 dopamine receptor. P21728. HEK293 TREx D1 cells, calcium flux, dopamine EC80; active compounds read low. activity change, negative = inhibition, % at 10 µM. actives 3.2% (n = 360,000). AID 504652; in the data active = activity change below about -30%; also: % is scaled to controls: 0 for no effect and ±100 for the full control effect
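Calcium flux readout: force-coupled, inducible Hek293 Trex D1 line, cells induced overnight at 30 C with tetracycline, dye-loaded 30–90 min at RT. Antagonism scored against EC80 dopamine challenge given 180 s after compound.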
Vif-A3F inh: inhibitors of Vif-A3F interaction; Potency, µM (top dose mostly 46.1 µM), without a hit: at the top dose activity, negative = active; actives 0.2% (n = 390,000); HeLa A3F-eYFP + Vif (tagged APOBEC3F with the HIV-1 protein that degrades it), YFP fluorescence increase; also: potency is read from the fitted curve at half-maximal effect; % of control where 0% means no effect; nearly all actives have a fitted effect of over 65% in size
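Fluorescence increase (Ex 488/Em 500-530) after overnight compound treatment at 37 deg C flags inhibition of Vif-driven A3F-eYFP loss in stable HeLa A3F-eYFP/Vif cells seeded overnight beforehand.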
D2 potentiator: positive allosteric modulators of human D2 dopamine receptor; P14416; HEK293 T-REx D2, calcium flux, EC20 dopamine potentiation; potentiation, % at 10 µM; actives 0.34% (n = 340,000);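 active = potentiation over 3 SD above the plate norm, cut at about 30% in these data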; also: 0% is about no effect
Target sequence (P14416 whole entry, looked up): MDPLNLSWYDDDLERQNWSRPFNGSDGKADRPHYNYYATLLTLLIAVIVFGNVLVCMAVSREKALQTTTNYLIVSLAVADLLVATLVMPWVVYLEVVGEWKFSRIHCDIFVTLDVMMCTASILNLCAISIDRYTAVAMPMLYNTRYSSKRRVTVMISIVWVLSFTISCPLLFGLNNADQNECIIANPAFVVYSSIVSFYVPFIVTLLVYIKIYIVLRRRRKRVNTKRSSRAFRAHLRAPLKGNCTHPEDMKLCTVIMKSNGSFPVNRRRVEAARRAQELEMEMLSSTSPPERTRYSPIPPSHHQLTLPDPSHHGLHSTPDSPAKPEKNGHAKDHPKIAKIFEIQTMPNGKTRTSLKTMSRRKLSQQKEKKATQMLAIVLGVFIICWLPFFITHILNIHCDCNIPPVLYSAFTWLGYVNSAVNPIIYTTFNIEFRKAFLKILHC
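Calcium flux readout, no-wash dye, 1 read/s. Inducible HEK293 Trex D2 line, overnight 30 C. Compound alone 180 s (agonist flags), then EC20 dopamine, another 180 s to score potentiation.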
RXFP1 antag: antagonists of human relaxin receptor RXFP1; HEK293-RXFP1, relaxin-stimulated cAMP HTRF, 30 min; active compounds read low; actives 0.59% (n = 350,000); activity change, negative = inhibition, % at 57.5 µM;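 active = activity change of -60% or lower, but not beyond a set lower limit; inconclusive = change between -60% and -40%, or beyond the set limit; inactive = change above -40%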; also: % is scaled to controls: 0 for no effect and ±100 for the full control effect
D1 ag: agonists of human D1 dopamine receptor; actives 1% (n = 360,000); P21728; HEK293 T-REx D1 cells, calcium flux, agonist mode; activation, % at 2 µM; AID 504660; in the data active = activation above about 30%; also: 0% is about no effect
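Agonism was scored from calcium flux recorded over 180 s (1 read/s) after pintool compound addition, following a 10-cycle baseline. Cells were inducible force-coupled HEK293 TREx D1, plated overnight at 30 C and loaded with no-wash calcium dye.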
Vif-APOBEC3G blk: inhibitors of Vif-APOBEC3G interaction | actives 0.076% (n = 410,000) | AID 602310 | Q9HC16 | Potency, µM (doses to about 46.1 µM), for inactives: top-dose activity, negative = active, most hits filed as inhibitors | HeLa A3G-eYFP + Vif (tagged APOBEC3G with the HIV-1 protein that degrades it), YFP fluorescence, overnight;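 also: potency is read from the fitted curve at half-maximal effect; % is scaled to controls: 0 for no effect and ±100 for the full control effect; nearly all actives have a fitted effect of over 60% in size; hits raise eYFP signal because A3G escapes Vif-driven loss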
Target sequence (Q9HC16 whole entry, looked up): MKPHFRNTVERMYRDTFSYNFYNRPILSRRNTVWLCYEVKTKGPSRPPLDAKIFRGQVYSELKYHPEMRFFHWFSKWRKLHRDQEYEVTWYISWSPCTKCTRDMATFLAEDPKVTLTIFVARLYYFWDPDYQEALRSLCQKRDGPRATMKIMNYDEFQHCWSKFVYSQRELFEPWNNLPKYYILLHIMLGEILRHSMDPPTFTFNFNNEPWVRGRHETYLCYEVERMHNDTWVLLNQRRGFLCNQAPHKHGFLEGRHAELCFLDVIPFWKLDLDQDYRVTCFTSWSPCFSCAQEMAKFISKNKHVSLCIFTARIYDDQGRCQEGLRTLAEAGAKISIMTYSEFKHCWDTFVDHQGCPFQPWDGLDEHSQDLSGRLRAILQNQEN
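HeLa cells stably expressing Vif and C-terminally eYFP-tagged A3G, seeded overnight at 37 deg C, then exposed to compound by pintool overnight at 37 deg C. Rise in yellow fluorescence (Ex 488/Em 500-530, Acumen) marks blocked Vif-driven A3G degradation.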
Numbers without * were called inactive; ? = inconclusive; / = no result given; & = joins results of further samples. Unless noted, calls follow the shape of the dose curve; as a rule, active = well fitted curve in the direction sought with a large enough effect; inconclusive = small, poorly fitted or top-dose-only effect, or another doubt; inactive = no such curve, though single readings can be large; an effect the other way counts as inactive or inconclusive. These rows are one share of the data; the hit share may differ from the screen's.

SMILES	RXFP1 agonist	Glioma ERSR ind	D1 PAM	D1 antagonist	Vif-A3F inh	D2 potentiator	RXFP1 antag	D1 ag	Vif-APOBEC3G blk
CCC1(C)Cc2ccccc2-c2nc3n(c(=O)c21)CCCCC3 (configuration not stated)	-2.0%	-3.9%	6.3	36.2	-8.6%	/	-2.3	1.4	-3.8%
CC(C)COc1ccc(C(=O)NCC2(N3CCN(C)CC3)CCCCC2)cc1	-0.2%	-1.7%	-0.7	-12.0	1.9%	-11.9	-10.3	6.0	11.0%
O=C1CS/C(=N/N=C/c2ccco2)N1Cc1ccc(F)cc1	-0.2%	6.8%	-2.0	-12.2	-5.4%	5.9	-9.7	1.2	-5.0%
Cc1ccc(/C=N/NS(=O)(=O)c2ccccc2)o1	4.9%	-3.9%	1.9	-10.9	1.5%	-6.9	/	1.9	1.4%
COc1ccc(CN2CC34C=CC(O3)C(C(=O)O)C4C2=O)cc1 (configuration not stated)	0.2%	-0.7%	/	-57.6*	-14.3%	5.1	-10.2	0.8	1.5%
Cc1c(C2(c3c(C)n(C)n(-c4ccccc4)c3=O)C(=O)Nc3ccc(F)cc32)c(=O)n(-c2ccccc2)n1C	-1.9%	-1.2%	0.9	/	-18.2%	-3.4	-18.1	-0.7	-0.5%
Cn1c(=O)n(-c2ccc(Cl)cc2)c(=O)c2c3c(sc21)COC(C)(C)C3	3.3%	-1.4%	1.7	21.7	7.1%	14.2	-13.2	0.8	0.2%
FC(F)(F)c1cc(Nc2ccccc2)nc(-c2ccccn2)n1	6.7%	1.2%	-1.1	-7.2	-5.3%	-1.7	0.4	1.4	0.9%
O=C(NC1CCCCC1)C(c1ccccn1)N(C(=O)c1csnn1)C1CCCCC1 (configuration not stated)	6.8%	-3.9%	-3.0	-0.6	-30.3%	6.0	-16.8	3.9	-0.3%
COc1cc(CN2CCCC(C(=O)N3CCc4ccccc4C3)C2)cc(OC)c1OC (configuration not stated)	-1.3%	-1.6%	-2.8	-14.1	-9.7%	/	?	6.5	-4.4%
Cc1nn(-c2cc(N(S(C)(=O)=O)S(C)(=O)=O)c(Cl)cc2Cl)c(=O)n1C	-0.1%	-3.1%	-0.7	-14.6	-14.2%	5.9	14.2	0.7	0.6%
NC(=S)N=Nc1ccc(O)cc1	/	2.2%	/	/	-17.9%	/	11.9	/	-0.1%
O=C(O)CCN(CCC(=O)O)c1ccccc1	0.1%	-6.2%	-3.7	-92.7*	-1.4%	5.4	-1.1	1.5	-0.5%
COc1ccc([N+](=O)[O-])cc1NC(=O)c1ccc(N2C(=O)CCC2=O)cc1	-4.4%	-0.4%	-1.8	-6.8	-4.4%	-8.8	-11.6	2.9	-1.5%
O=C(COc1ccc(Cl)cc1)Nc1ccc2[nH]ncc2c1	2.6%	1.6%	2.0	-0.8	-4.3%	2.1	29.4	9.6	-6.8%
CC1CN(S(=O)(=O)c2cn(C)c(=O)n(C)c2=O)CC(C)O1 (configuration not stated)	0.6%	-2.0%	1.9	-2.2	-2.3%	-7.6	7.4	3.4	5.4%
CC(=O)Oc1ccc2nc(-c3ccc(Br)o3)oc(=O)c2c1	0.8%	0.7%	-3.2	-0.7	8.9%	-2.4	-27.3	1.0	-1.5%
CCOc1ccc(NC(=O)CCn2cccc2)cc1	0.8%	2.8%	-7.2	-11.7	-3.2%	7.8	-4.3	0.8	-2.2%
COc1ccc(-c2cnnc(N/N=C/c3ccc(OC)c(OC)c3)n2)cc1	2.4%	-2.1%	-8.0	-6.7	-12.6%	0.6	-26.3	2.2	-3.1%
O=[N+]([O-])c1ccc(C=Nc2ccc(Cl)c([N+](=O)[O-])c2)s1	0.5%	/	2.5	0.2	/	6.2	/	1.3	/
CCN1c2ccccc2-n2cccc2C12CCN(C(=O)Nc1ccccc1C(F)(F)F)CC2	24.6%	-3.7%	-0.6	-5.6	-9.1%	8.1	-3.9	1.3	-0.6%
COc1ccc(-c2coc3cc(O)c(OC)cc3c2=O)cc1	1.4%	-0.5%	-1.8	0.2	-2.3%	-6.4	/	0.1	-8.7%
Cc1cc(F)ccc1NCC(=O)Nc1ccc(Br)cc1C	-1.0%	-2.9%	0.9	-5.1	?	14.2	5.1	-0.4	0.5%
CCc1nc(N2CCN(C(=O)CCCl)CC2)c2c3c(sc2n1)CCCC3	/	-7.5%	/	/	3.2%	/	6.1	/	2.7%
CCN(CC)C(=O)C(=O)Nc1ccc(OCc2ccccc2)cc1	-0.3%	1.1%	-5.3	/	7.2%	7.4	0.5	1.7	-3.9%
COc1ccc(N2CCN(C(=O)c3cn(CC4CCCCC4)nn3)CC2)cc1	-0.5%	2.0%	-2.6	-34.1*	16.8%	3.0	9.2	10.1	8.9%
Cc1nc2cc(NC(=O)NC(C)(C)C)ccc2n1C	-0.1%	1.7%	-3.5	11.2	1.1%	/	0.1	2.2	11.2%
CCc1ccc(C2c3c(n[nH]c3C)C(=O)N2c2ccc(C)cc2)cc1 (configuration not stated)	3.5%	8.7%	6.0	-11.1	-2.4%	9.5	/	0.3	-12.6%
CCOc1ccccc1NC(=O)c1nc(SC(C)C)ncc1Cl	0.9%	-4.0%	3.0	19.7	2.8%	13.2	/	5.9	1.4%
CN(C)S(=O)(=O)c1ccc(C(=O)NCc2nnc(SCC(=O)Nc3ccc(F)cc3)n2-c2ccc(F)cc2)cc1	-1.0%	-1.5%	9.7	9.2	2.2%	-4.9	-8.5	-1.8	-0.8%
COc1cc(/C=N/NC(=O)Cc2ccccc2)cc(OC)c1OC	-0.5%	1.2%	-5.2	-6.2	8.2%	4.4	-7.8	2.2	-2.6%
COc1ccc(C(=O)Nc2ccc(C(F)(F)F)n(C)c2=O)cc1	0.5%	4.1%	-2.4	1.5	1.7%	-6.0	-3.0	2.8	-0.5%
C=CCN1C(=O)C(Cc2ccc(SC(F)F)cc2)SC1=Nc1ccc(C(=O)O)cc1 (configuration not stated)	5.6%	-1.9%	5.8	13.1	-9.3%	7.2	-26.4	15.9	3.8%
CC(=O)Nc1ccc(S(=O)(=O)Nc2cc(-c3cn4ccccc4n3)ccc2C)cc1	19.5%	2.1%	0.3	14.7	-4.7%	-1.7	/	-0.6	-6.2%
Cc1ccc2nc(-c3ccccn3)cc(C(=O)Nc3ccc4c(c3)OCO4)c2c1	0.6%	-3.1%	1.9	5.3	-7.7%	9.5	-2.9	2.9	-5.6%
COc1ccc(C(CC(=O)O)N2C(=O)CCC2=O)cc1 (configuration not stated)	0.6%	1.3%	-0.8	-0.3	1.7%	-1.3	-14.7	1.3	7.9%
CCN(CC)c1ccc(NC(=O)C(NS(=O)(=O)c2cccs2)C(C)C)c(C)c1 (configuration not stated)	-1.1%	-0.1%	0.7	18.7	1.6%	0.4	/	0.4	2.0%
COc1ccc(C)cc1NC(=O)CCC(=O)Nc1nnc(C(F)(F)F)s1	2.3%	-1.7%	-2.8	-20.8	4.6%	-0.7	-5.1	0.0	-0.8%
Cn1cc(CNC(=O)c2cc(-c3ccc(Br)cc3)nc3ccccc23)cn1	5.8%	-1.2%	-4.5	-19.9	5.7%	-12.6	1.9	2.1	2.7%
CCOC(=O)CNC(=O)C1(/C=C/c2ccccc2)CC(=O)N1c1ccc(OC)cc1 (configuration not stated)	0.5%	-3.2%	-2.1	6.6	12.9%	10.8	-14.8	0.3	-17.0%
Cc1n(N)c2ccccc2[n+]1CC(=O)c1ccccc1	-1.4%	-4.4%	-2.1	-3.8	16.7%	9.3	-3.0	2.1	-3.2%
Cc1ccc(C)c(S(=O)(=O)N/N=C/c2ccc(N3CCOCC3)cc2)c1	0.7%	-4.9%	0.7	-17.8	-3.6%	-2.9	5.0	5.6	1.8%
COc1ccccc1CCNC(=O)c1ccc(OC)c(OC2CCN(C(C)C)CC2)c1	-0.4%	0.5%	-4.8	-28.5	3.4%	-12.3	-18.4	1.1	0.1%
CSC1=NCCN1C(=O)c1ccc2c(c1)OCO2	1.8%	-3.6%	-4.4	-21.3	/	1.2	-8.4	1.1	-0.7%
CC(=O)N1CCC(C(=O)Nc2ccc(S(=O)(=O)NCCc3ccccc3)cc2)CC1	0.1%	0.3%	-0.9	2.9	-9.8%	-2.5	4.8	3.7	0.4%
CCN(CC)CCOC(=O)c1cc(Cl)c(N)cc1OC	-0.4%	-3.3%&-2.6%&-3.2%	-3.1	-0.9	4.7%	-20.6	/	-1.7	1.9%
O=C(NCCNC(=O)c1ccc(-c2cc(Cl)ccc2Cl)o1)c1cnccn1	/	6.3%	/	/	-0.7%	/	-14.2	/	-3.0%
CCOc1ccccc1CNCCSc1nnnn1C	2.4%	-3.3%	-4.2	-21.5	-1.9%	-21.7	/	-1.0	-0.2%
Cc1ccc(-n2c(C)cc(C(=O)Cn3nc(C(=O)O)c4ccccc4c3=O)c2C)cc1	-1.0%	7.0%	14.7	-1.4	3.0%	0.1	-5.0	4.2	0.7%
CCCOc1ccccc1C(=O)NCCCC(=O)O	-0.2%	-4.2%	-4.8	14.4	5.4%	/	-11.5	3.8	-6.9%
O=C(CCC1CCCN(C(=O)COc2ccccc2)C1)N1CCN(c2ccccn2)CC1 (configuration not stated)	0.8%	-0.5%	-4.5	-25.1	-2.4%	-1.5	0.2	4.8	-6.8%
COC(=O)C1C2C=CC3(CN(C4CCCC4)C(=O)C13)O2 (configuration not stated)	-2.2%	-2.6%	1.9	-10.4	-23.1%	-4.7	-1.3	0.9	0.4%
CN1c2ccsc2C(O)=C(C(=O)Nc2ccccc2)S1(=O)=O	-1.5%	-3.2%	-2.7	2.1	-3.0%	-7.1	-3.0	1.4	-0.7%
COc1ccc(-c2nc(CN3CCC(C(=O)N4CCOCC4)CC3)c(C)o2)cc1C	0.6%	-4.6%	-1.1	2.9	-6.5%	-5.0	-7.0	3.3	-0.7%
